# Screening data: PubChem BioAssay, several laboratories
# NTR1 ag: NTR1-driven beta-arrestin-GFP spot formation – imaging, U2OS cells, high content, primary screen (AID 493036) | agonist mode | P30989 | actives 0.17% (n = 330,000) | activation, % at 20 µM;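 active = activation at or above 40% of the spot to cytoplasm intensity ratio, with at least 20 cells analyzed; inconclusive = wells under 20 cells, flagged as cytotoxic or low count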;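 also: 0% = DMSO without peptide and 100% = 100 nM NTR1 peptide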
# Target sequence (P30989 whole entry, looked up): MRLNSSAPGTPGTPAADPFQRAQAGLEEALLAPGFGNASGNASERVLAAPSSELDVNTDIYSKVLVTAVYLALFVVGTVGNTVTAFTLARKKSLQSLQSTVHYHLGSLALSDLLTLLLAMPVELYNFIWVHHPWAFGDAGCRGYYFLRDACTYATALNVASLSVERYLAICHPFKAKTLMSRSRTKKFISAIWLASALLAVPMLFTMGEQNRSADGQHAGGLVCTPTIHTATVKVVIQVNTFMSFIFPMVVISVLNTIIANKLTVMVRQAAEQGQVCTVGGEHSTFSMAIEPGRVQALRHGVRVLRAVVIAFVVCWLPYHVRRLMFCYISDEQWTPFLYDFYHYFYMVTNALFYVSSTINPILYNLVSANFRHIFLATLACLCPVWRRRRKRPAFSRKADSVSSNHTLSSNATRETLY
# RSV antiviral HEp-2: inhibition of RSV-induced cytopathic effect – HEp-2 cells, primary 10 µM value included (AID 2391); HEp-2 cells, RSV-induced CPE inhibition; higher % means a stronger effect; one-dose CPE inhibition, % at 10 µM; IC50 in µM for titrated hits; actives 0.13% (n = 310,000); in the data active = a potency from the dose series; inconclusive = CPE inhibition mostly from about 23% at the one dose, without a potency; inactive = the rest, 99 in 100 with CPE inhibition below about 21%; also: strong numbers were not always called active
# MgcRacGAP inhibition: MgcRacGAP GTPase-activating activity inhibitors, confirmation, biochemical, ADP Hunter fluorescence | actives 0.6% (n = 340,000) | one-dose inhibition, % at 30 µM; IC50 in µM for titrated hits | MgcRacGAP-stimulated Rac1 GTP hydrolysis, ADP Hunter fluorescence; higher % means a stronger effect; GST-tagged Rac1 F28L mutant substrate | AID 624330;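 active = first-screen hits whose inhibition reached a set limit at any dose in the follow-up dose series; inconclusive = inhibition above the set first-screen limit but never retested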;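 also: fluorescence reports GDP produced by GAP-driven GTP hydrolysis; strong numbers were not always called active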
# AID2073: inhibitors of Mint1-CaV2.2 protein interaction, biochemical, HTRF (AID 2073); actives 0.19% (n = 290,000); inhibition, % at 20 µM, or IC50 in µM where a hit was titrated; HTRF protein-protein interaction, Mint1-CaV2.2; higher % means a stronger effect; in the data active = inhibition mostly above about 51%, no sharp cut-off; inconclusive = no clear call, values can overlap the other calls; inactive = mostly below about 53%; also: some results filed as inactive read as strong as hits
# K1F lysis inhibition: protection from phage-mediated lysis, alamar blue read-out – E. coli UTI89, K1F phage, bacterial capsule biogenesis inhibitors (AID 488966) | E. coli UTI89 K1F phage lysis, alamar blue, 2 h; higher % means a stronger effect | one-dose inhibition, % at 100 µM; IC50 in µM for titrated hits | actives 0.02% (n = 340,000);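 active = phage lysis inhibition, versus mean bacterial control, above a set limit; inconclusive = no clear call, values can overlap the other calls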;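 also: capsule biogenesis inhibitors block K1F phage lysis so surviving cells raise fluorescence; higher fluorescence means more inhibition of phage lysis; actives were called in the ten point dose series up to 300 µM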
# SV40 large T antigen: SV40 large T antigen inhibitors, biochemical (AID 1903). SV40 large T antigen ATPase/helicase inhibition assay; higher % means a stronger effect. inhibition, % at 20 µM; hits with a dose series show IC50 in µM. actives 0.39% (n = 310,000); in the data active = a potency from the dose series; inconclusive = inhibition mostly from about 32% at the one dose, without a potency; inactive = the rest, 99 in 100 with inhibition below about 32%; also: strong numbers were not always called active
# SIAH1 antagonists: blockers of Siah-1 interaction with plectin peptide – biochemical, fluorescence polarization, rhodamine-plectin, uHTS, primary screen (AID 1817) | Siah-1 / rhodamine-plectin peptide fluorescence polarization; higher % means a stronger effect | one-dose displacement, % at 20 µM; IC50 in µM for titrated hits | actives 0.02% (n = 290,000);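 active = displacement of at least 50% at 20 µM, with a fluorescence ratio check between 0.3 and a set limit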;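 also: plate controls were Siah plus tracer with DMSO for no effect and tracer alone without Siah for full effect; strong numbers were not always called active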
# West Nile antiviral: inhibition of WNV-induced cytopathic effect – cell-based, CPE readout (AID 1621) | one-dose CPE inhibition, % at 10 µM; IC50 in µM for titrated hits | actives 0.02% (n = 290,000) | West Nile virus-infected cells, CPE inhibition; higher % means a stronger effect; in the data active = a potency from the dose series; inconclusive = CPE inhibition mostly from about 3.7% at the one dose, without a potency; inactive = the rest, 99 in 100 with CPE inhibition below about 2.2%; also: strong numbers were not always called active
# Dengue-2 NS5 capping: Dengue-2 NS5 methyltransferase inhibitors, primary screen, biochemical, confirmation dose response (AID 588689) | Dengue-2 NS5 methyltransferase capping enzyme assay, biochemical; higher % means a stronger effect | actives 0.3% (n = 340,000) | inhibition, % at 25 µM; hits with a dose series show IC50 in µM; in the data active = a potency from the dose series; inconclusive = inhibition above about 29% without an active follow-up result
# NTR1 ag cell count 20 µM: also measured in NTR1 ag; calls as there; cell count; measured here: cell count, cytotoxicity flag
# Dengue-2 NS5 capping pilot replicate: also measured in Dengue-2 NS5 capping; calls as there; inhibition, %; measured here: pilot screen replicate inhibition
# The depositor's hits bear a star; ? = inconclusive; nt = not tested or not shown; [ ] = remark or other dose.
SMILES,NTR1 ag,NTR1 ag cell count 20 µM,RSV antiviral HEp-2,MgcRacGAP inhibition,AID2073,K1F lysis inhibition,SV40 large T antigen,SIAH1 antagonists,West Nile antiviral,Dengue-2 NS5 capping,others
CCC1CCCCN1C(=O)c1cccc(S(=O)(=O)Nc2cc(C(F)(F)F)ccc2Cl)c1 (stereo unspecified),7.0,66,12%,4%,2%,-7.9%,23%,2%,-1.0%,-1%,
O=C(COC(=O)CNC(=O)c1ccc(Cl)cc1Cl)Nc1cccc(S(=O)(=O)N2CCCC2)c1,-0.1,49,2.7%,2%,nt,-1.3%,13%,nt,nt,0%,
c1ccc(Cn2nnc3c(NCc4ccc5c(c4)OCO5)nc(C4CC4)nc32)cc1,1.1,25,0.7%,8%,8%,1.4%,7%,1%,?,-4%,
CN(C)C(=O)c1cc(C(=O)c2ccccc2F)c[nH]1,0.8,87,0.8%,4%,10%,0.2%,21%,4%,-0.5%,-2%,
COc1ccc(-n2c(Cc3cccn3C)nnc2SCC(=O)Nc2nccs2)cc1,3.6,36,1.3%,2%,-5%,-1.1%,13%,0%,1.0%,-6%,
C=CCNCc1cccn1-c1ccccc1,-0.4,36,-0.5%,19%,-13%,1.2%,0%,3%,-0.3%,0%,
Cc1ccc(N(Cc2cc3ccc(C)cc3[nH]c2=O)S(C)(=O)=O)c(C)c1,2.2,55,2.9%,9%,0%,0.1%,-2%,5%,-0.2%,-6%,
O=C(CCCn1c(=S)[nH]c2ccc(Br)cc2c1=O)NCC1CCCO1 (stereo unspecified),-1.7,77,2.1%,-1%,-39%,0.0%,2%,-4%,-0.5%,-8%,
CCc1nnc(NC(=O)CN2CCN(Cc3ccc(C)cc3)CC2)s1,0.5,50,-0.8%,-4%,9%,0.2%,29%,5%,-0.1%,-7%,
Cc1cccc(NC(=O)c2cccc3c2-c2ccccc2C3=O)n1,1.4,77,-0.7%,2%,-1%,-0.8%,19%,3%,0.8%,-4%,
N#C/C(=C\c1ccc(Cl)cc1)c1nc2ncccc2[nH]1,1.7,67,3.6%,4%,20%,0.1%,11%,-3%,-0.3%,-7%,
O=C(COC(=O)/C=C/c1cccc(Cl)c1)NC(=O)NCc1ccccc1,4.1,60,0.3%,-1%,nt,0.3%[50 µM],nt,nt,nt,-1%,
COc1ccc(F)cc1S(=O)(=O)N1CCN(C(=O)c2ccco2)CC1,0.5,44,1.9%,8%,14%,0.1%,7%,-6%,0.8%,-2%,Dengue-2 NS5 capping pilot replicate=0.3
NC(=O)N/N=C/c1cn(-c2ccccc2)nc1-c1cccnc1,0.7,50,-0.2%,nt,7%,nt,0%,-1%,0.0%,nt,
c1ccc(Cc2ccc(OCCCNC3CCCC3)cc2)cc1,4.8,48,-2.3%,nt,0%,nt,5%,3%,-1.6%,nt,
Cc1ccccc1-c1cc(C(=O)NCc2ccc(OC(F)(F)F)cc2)nn1CC1CC(c2cccc([N+](=O)[O-])c2)=NO1 (stereo unspecified),0.6,56,nt,8%,nt,0.7%,nt,nt,nt,-2%,
O=C(CSCc1nc2c(nnn2Cc2ccc(F)cc2)c(=O)[nH]1)Nc1c(Cl)cc(Cl)cc1Cl,1.9,64,2.0%,9%,12%,0.5%,2%,14%,0.2%,3%,
N#CCCN(CC(=O)O)S(=O)(=O)c1ccccc1,0.6,51,1.9%,2%,8%,2.4%,6%,6%,-0.2%,-5%,
COc1cccc(N2CCN(c3ncnc4c3[nH]c3ccccc34)CC2C)c1 (stereo unspecified),0.8,55,-4.0%,nt,14%,nt,nt,-2%,-0.2%,nt,
CCCCN(CC)CCNC(=O)CCC(=O)Nc1ccc2nc(N3CCN(C)CC3)cc(C)c2c1,2.1,51,-3.2%,164µM*,-5%,0.0%,21%,-8%,0.7%,-2%,
CCN(CC)S(=O)(=O)c1ccc(C(=O)OCC(=O)Nc2sc3c(c2C#N)CCCCC3)cc1,-1.4,51,2.3%,10%,-9%,0.7%,7%,-4%,1.2%,-4%,
Cc1cc(C)c2cc(C(=O)Nc3ccccc3)[nH]c2c1,1.9,49,7.1%,1%,29%,0.4%,3%,-4%,0.0%,-11%,
O=S(=O)(Nc1ccc2[nH]ncc2c1)c1ccccc1Cl,-1.8,30,1.0%,6%,1%,0.2%,4%,11%,0.0%,10%,
CC1(c2ccc(OC(F)F)cc2)NC(=O)N(CC(=O)NC2CCCCC2)C1=O (stereo unspecified),-0.4,54,1.0%,0%,-3%,-1.6%,0%,3%,0.6%,-11%,
CCCCCn1c(=O)[nH]c2cc(C(=O)NC3CCN(Cc4ccccc4)CC3)ccc2c1=O,2.8,64,20%,-4%,nt,2.8%[50 µM],10%,nt,nt,2%,

# Entries above that have an aryl methoxy group, in the order listed:
SMILES,NTR1 ag,NTR1 ag cell count 20 µM,RSV antiviral HEp-2,MgcRacGAP inhibition,AID2073,K1F lysis inhibition,SV40 large T antigen,SIAH1 antagonists,West Nile antiviral,Dengue-2 NS5 capping,others
COc1ccc(-n2c(Cc3cccn3C)nnc2SCC(=O)Nc2nccs2)cc1,3.6,36,1.3%,2%,-5%,-1.1%,13%,0%,1.0%,-6%,
COc1ccc(F)cc1S(=O)(=O)N1CCN(C(=O)c2ccco2)CC1,0.5,44,1.9%,8%,14%,0.1%,7%,-6%,0.8%,-2%,Dengue-2 NS5 capping pilot replicate=0.3
COc1cccc(N2CCN(c3ncnc4c3[nH]c3ccccc34)CC2C)c1 (stereo unspecified),0.8,55,-4.0%,nt,14%,nt,nt,-2%,-0.2%,nt,

# (more compounds)
SMILES,NTR1 ag,NTR1 ag cell count 20 µM,RSV antiviral HEp-2,MgcRacGAP inhibition,AID2073,K1F lysis inhibition,SV40 large T antigen,SIAH1 antagonists,West Nile antiviral,Dengue-2 NS5 capping,others
CCN(C(=O)CSc1nc(C)nc2sc(C)c(C)c12)C1CCS(=O)(=O)C1 (stereo unspecified),0.0,69,2.5%,2%,nt,0.1%[50 µM],nt,nt,nt,9%,
COc1ccc(N(CC(=O)N2CCc3ccccc3C2)S(=O)(=O)c2c(C)nn(C)c2C)cc1,-4.1,52,0.4%,3%,31%,1.2%,-4%,1%,-0.3%,-1%,
COC(=O)C1C2C=CC3(CN(C(C)c4ccc(OC)cc4)C(=O)C13)O2 (stereo unspecified),0.0,87,2.1%,-2%,5%,0.2%,15%,-1%,0.1%,-9%,
Cc1[nH]c2ccc(Br)cc2c(=O)c1CN1CCCCCC1,-0.9,87,-1.2%,4%,14%,0.5%,7%,6%,-1.1%,-8%,
CC(=O)N1CCN(C(=O)C2CCN(S(=O)(=O)c3ccccc3C(F)(F)F)CC2)CC1,1.4,56,nt,1%,nt,2.5%,nt,nt,nt,-2%,
CC(C)COc1ccc(C(=O)N(CC(=O)Nc2ccccc2C(F)(F)F)Cc2ccco2)cc1,8.7,61,1.4%,5%,nt,-0.1%[50 µM],13%,nt,nt,-2%,
COC(=O)[C@H](CC(C)C)NC(=O)NCc1ccc(Cl)cc1,0.8,48,nt,7%,-6%,-1.9%,11%,-2%,0.0%,-2%,
COCCNC(=S)NNC(=O)c1ccc(-n2cnnn2)cc1,0.2,64,2.0%,3%,-3%,0.5%,8%,2%,0.2%,-1%,
Cc1ccc2oc(=O)c3cnn(CC(=O)NC4CCC(C)CC4)c3c2c1 (stereo unspecified),2.5,99,0.0%,9%,6%,-2.1%,-4%,-2%,0.2%,-3%,
CC/C(O)=C1\C(=O)CC(c2ccccc2)CC1=NCCc1c(C)[nH]c2ccc(C)cc12 (stereo unspecified),1.8,95,0.2%,-3%,5%,-0.7%,-1%,-1%,-0.5%,0%,
COc1ccccc1/C=C/C=N/NC(=O)c1cc(-c2ccc(C)o2)[nH]n1,1.9,60,4.2%,13%,-26%,0.0%,24%,6%,-0.1%,-10%,
C=C(C)CCC(C)N1CCC(n2nccc2NC(=O)CCOc2ccccc2)CC1 (stereo unspecified),-0.1,52,0.7%,4%,-1%,-0.1%,1%,4%,-0.3%,-2%,
CCc1ccccc1NC1=NCC(=O)N1Cc1ccc(OC)cc1,-0.9,66,0.6%,6%,-2%,3.0%,20%,7%,0.2%,-2%,
CCSc1nnc(NC(=O)COc2ccccc2)s1,2.3,44,1.1%,-1%,-5%,-0.1%,4%,-3%,-0.2%,3%,
CCN(CC)CCNC(=O)CCc1n[nH]c(=O)c2ccccc12,-1.4,76,0.5%,9%,-7%,2.8%,1%,-1%,0.1%,2%,
Cc1ccnc(N2CCC(C(=O)NNC(=O)c3ccncc3)CC2)n1,0.2,47,-0.5%,6%,?,1.1%,3%,-3%,-0.4%,-2%,
COc1ccccc1CNC(=O)C1CC(c2c(Cl)cccc2Cl)=NO1 (stereo unspecified),-1.9,89,0.5%,8%,-6%,-0.1%,9%,0%,-0.8%,-6%,
CC(C)c1ccc(NC2CCCN(C(=O)CCN3CCOCC3)C2)cc1 (stereo unspecified),0.0,72,0.3%,1%,?,0.0%,11%,3%,-0.7%,-1%,
O=C(O)c1cccc(C(=O)Cc2ccccc2)c1,-1.2,53,1.1%,16%,38%,1.0%,7%,3%,0.2%,3%,
Cc1ccccc1-n1c(SCC(=O)N2CCOCC2)nc(O)c(Cc2ccccc2)c1=O,-0.1,66,-1.1%,8%,0%,0.6%,-7%,-3%,0.0%,-3%,
COc1ccc(-c2c(-c3ccc(OC)c(F)c3)c3ccccc3n2C)cc1,4.3,62,nt,7%,nt,1.7%,nt,nt,nt,5%,
CC(C)CN1C(=O)C(=O)N(CC(=O)Nc2cccc(Cl)c2Cl)C1=O,-0.2,62,1.1%,7%,nt,0.6%[50 µM],nt,nt,nt,-4%,
COc1ccc(NC(=O)COc2ccccc2Cc2ccccc2)cn1,1.0,50,-0.5%,6%,nt,0.1%[50 µM],nt,nt,nt,1%,
Cc1ccc(NC(=O)N2CCC(C(=O)NCc3ccc(F)cc3)CC2)cc1,0.6,87,0.1%,-1%,0%,-0.1%,17%,5%,-0.3%,2%,
COc1ccccc1-c1nnc(NC(=O)Cc2ccccc2)o1,0.6,58,1.3%,6%,11%,0.2%,8%,3%,0.3%,-15%,
Cc1cc(=O)oc2cc(NC(=O)Cc3ccccc3[N+](=O)[O-])ccc12,2.6,62,0.8%,6%,8%,-1.6%,17%,6%,-0.1%,-10%,
COC(=O)Nc1cc(C(=O)c2ccc(Cl)cc2Cl)c[nH]1,-3.3,79,3.5%,9%,-6%,0.0%,24%,11%,-0.4%,0%,
